D3 ag – D3 dopamine receptor (human) agonism; P35462; D3R DiscoveRx beta-arrestin cells, luminescence, 90 min; max activation, %; 410,000 tested, 0.58% active; AID 652048; in the data active = max activation above about 30%; also: 0% is about no effect; mostly tested at two doses, the higher about 12 µM
Target sequence (P35462 whole entry, looked up): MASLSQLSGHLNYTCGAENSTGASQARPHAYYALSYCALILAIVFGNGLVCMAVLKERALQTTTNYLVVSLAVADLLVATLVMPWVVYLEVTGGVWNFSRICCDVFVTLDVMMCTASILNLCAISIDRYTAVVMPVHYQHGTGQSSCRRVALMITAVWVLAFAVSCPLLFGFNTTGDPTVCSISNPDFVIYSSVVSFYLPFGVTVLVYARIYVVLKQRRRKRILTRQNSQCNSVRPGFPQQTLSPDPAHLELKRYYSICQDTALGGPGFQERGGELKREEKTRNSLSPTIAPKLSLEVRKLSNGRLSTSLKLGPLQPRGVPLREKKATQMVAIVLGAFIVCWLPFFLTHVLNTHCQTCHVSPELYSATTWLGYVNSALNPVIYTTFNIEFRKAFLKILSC
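Agonist mode: compounds and dopamine controls were applied to plated cells for 90 min at 37 degrees C after an overnight attachment at 1500 cells/well. Luminescent read-out followed 30 - 60 minutes at room temperature with DiscoveRx detection reagent.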
DRD3 antagonist – antagonists of human D3 dopamine receptor; P35462; max response, negative = inhibition, %; 360,000 tested, 2.5% active; D3R cells, DiscoveRx beta-arrestin luminescence, antagonist mode; hits give low values; in the data active = max response below about -50%; inconclusive = no clear call, values can overlap the other calls; also: % is scaled to controls: 0 for no effect and ±100 for the full control effect; mostly tested at two doses, the higher about 12 µM
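Cells plated overnight at 1500 cells/well, then exposed to library compounds with dopamine controls for 90 minutes at 37 degrees C. DiscoveRx reagent added for 30–60 minutes at room temperature; luminescence read, quantitative HTS format.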
EPAC2 antagonist – antagonists of human EPAC2; Q8WZA2; EPAC2 GEF exchange of Rap1B-BODIPY-GDP, fluorescence; Potency, µM (top dose mostly 114 µM), for inactives: at the top dose activity, negative = inhibition, actives largely listed as inhibitors; 360,000 tested, 0.18% active; also: potency is read from the fitted curve at half-maximal effect; % is scaled to controls: 0 for no effect and ±100 for the full control effect; nearly all actives have a fitted effect of over 45% in size; many of its hits are not listed in these tables
EPAC2 agonist – agonists of human EPAC2 (RAPGEF4); EPAC2 activation, biochemical qHTS; response scale: 100% = 6.5 mM cAMP response; Potency, µM (series often up to 154 µM), for inactives: top-dose activation, hits mostly activators; 360,000 tested, 0.079% active; AID 720711; also: potency is read from the fitted curve at half-maximal effect; nearly all actives have a fitted effect of over 50% in size
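Each well held 100 nM EPAC2, 250 nM RAP1B-BODIPY-GDP and 50 uM GDP. Fluorescence, read at 5-min intervals to 30 min, was referenced to a 6.5 mM cAMP positive control.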
TDP43 rescue – rescues yeast growth from TDP-43 toxicity. TDP-43 expressing yeast growth rescue, BacTiter-Glo, 24 h. Potency, µM (doses to about 46.1 µM), inactives show at the top dose growth rescue (activation), hits mostly activators. 410,000 tested, 1.8% active. AID 652104; also: potency is read from the fitted curve at half-maximal effect; % of control where 0% means no effect; nearly all actives have a fitted effect of over 50% in size
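Galactose-induced TDP-43 yeast, OD600=0.02, compound pinned; 24 hr, 30 deg C; BacTiter-Glo luminescence for growth. Inhibitors of TDP-43 toxicity read as activators.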
Abeta rescue – restores growth of yeast expressing A-beta42 peptide; yeast expressing A-beta42, growth rescue, OD600, 48 h; response scale: 0% DMSO, 100% iron-clioquinol control; Potency, µM (series often up to 46.1 µM), for inactives: top-dose growth rescue, actives largely listed as activators; 410,000 tested, 0.063% active; also: potency is read from the fitted curve at half-maximal effect; nearly all actives have a fitted effect of over 55% in size
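Yeast A-beta toxicity model in growth medium with pinned compounds, 48 h at 30 C; growth read as absorbance at 600 nm. Normalized to FeCl3/clioquinol equimolar mix (positive) and DMSO (negative).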
aSyn yeast inh – alpha-synuclein toxicity inhibition in yeast. Potency, µM (series often up to 46.1 µM), for inactives: top-dose growth rescue (activation), hits mostly activators. Yeast expressing alpha-synuclein, growth rescue, BacTiter-Glo, 24 h. 370,000 tested, 0.14% active; also: potency is read from the fitted curve at half-maximal effect; % of control where 0% means no effect; nearly all actives have a fitted effect of over 65% in size
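Readout is rescue of growth in alpha-synuclein-expressing yeast, so inhibitors of toxicity appear as activators. Growth after 24 hr at 30 deg C in galactose medium is quantified by luminescence.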
FUS yeast rescue – rescues growth of FUS-expressing yeast; S. cerevisiae FUS-expressing, growth rescue, OD600, 24 h; Potency, µM (series often up to 76.6 µM), inactives show at the highest dose growth rescue (activation), hits mostly activators; 390,000 tested, 0.24% active; AID 1347120;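 also: potency is read from the fitted curve at half-maximal effect; plate controls were DMSO vehicle for no effect and reference control for full effect; nearly all actives have a fitted effect of over 55% in size; some results filed as inactive show a strong effect at the top dose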
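Read-out: OD at 600 nm after 24hr at 30C, reporting rescue of FUS-induced yeast toxicity. Cells at OD 0.005 in galactose (2%) minimal medium; compounds tested in a dilution series; CP55940 titration from 92uM final as control.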
The depositor's hits bear a star; ? = inconclusive; / = no result given; [ ] = remark or other dose. Unless noted, calls follow the shape of the dose curve; as a rule, active = well fitted curve in the direction sought with a large enough effect; inconclusive = small, poorly fitted or top-dose-only effect, or another doubt; inactive = no such curve, though single readings can be large; an effect the other way counts as inactive or inconclusive.

Under each structure – DRD3 antagonist | EPAC2 agonist | Abeta rescue | aSyn yeast inh | FUS yeast rescue | EPAC2 antagonist | D3 ag | TDP43 rescue
- Cc1ccc(N2C(=O)CC(NNC(=O)c3cccc(S(=O)(=O)N4CCCC4)c3)C2=O)cc1 (stereo not given)
 : 40 | 14% | 1% | -2% | / | -1% | 2 | 0%
- COc1ccc(N2CCN(C(=O)Cc3ccc(Cl)cc3)CC2)cc1
 : -26 | 10% | -16% | 1% | 48% | 18% | -6 | 25%
- CS(=O)(=O)N(CC(=O)N1CCC(C(N)=O)CC1)c1ccc(Cl)c(C(F)(F)F)c1
 : -16 | 7% | 10% | 2% | 5% | -2% | 3 | -4%
- Cc1c(C(=O)Nc2ccc(Br)cc2F)sc2ncnc(N(C)C3CCCCC3)c12
 : / | / | 9% | / | -13% | / | -5 | 20%
- COc1ccc(S(=O)(=O)N(C)C)cc1NC(=O)c1ccc2c(c1)NC(=O)C(C)S2 (stereo not given)
 : -17 | 11% | -8% | -15% | -2% | 5% | -1 | -1%
- N#CC(c1ccc(O)cc1)N1CCOCC1 (stereo not given)
 : 5 | 5% | -7% | -13% | 12% | 0% | 4 | -9%
- COc1cccc(OC(=O)c2ccccc2)c1OC(=O)c1ccccc1
 : -4 | 3% | -4% | 11% | / | 0% | 0 | -20%
- COc1cccc(-c2cccc(NC(=O)C3CCN(Cc4nccs4)CC3)c2)c1
 : 8 | -3% | -5% | -9% | 7% | -2% | -2 | -13%
- CCCCCC(C)n1[nH]c(=O)cc1N (stereo not given)
 : -109* | -6% | 2% | -2% | 24% | -4% | 4 | -4%
- CC(Cc1ccccc1)C(=O)Nc1ccccc1 (stereo not given)
 : -15 | 8% | -7% | -3% | 10% | -4% | -11 | 11%
- CC12CCC(C(=O)Nc3cc(Cl)ccc3Cl)(C/C1=N\O)C2(C)C (stereo not given)
 : 13 | 10% | 27% | 1% | 13% | -3% | -2 | 3%
- COc1ccc(-n2nc3c(c2NC(=O)c2c(-c4ccccc4Cl)noc2C)CS(=O)(=O)C3)cc1
 : ? | 4% | 20% | -1% | / | 0% | -3 | -7%
- CN/C(=C/[N+](=O)[O-])NCCSCc1csc(CN(C)C)n1
 : 12 | -1% | -5% | 1% | -39% | 0% | 6 | 0%
- COc1ccc(C2=NNC(=O)C2(C)Br)cc1 (stereo not given)
 : -10 | -3% | -8% | -1% | / | -3% | 1 | 2%
- O=S(=O)(NCC(c1ccco1)S(=O)(=O)c1cccs1)c1ccccc1 (stereo not given)
 : / | / | -19% | / | 12% | / | 1 | ?
- CCc1cc2cc3c(cc2nc1SCC(=O)Nc1c[nH]c(=O)[nH]c1=O)OCO3
 : 7 | 9% | 1% | -1% | 6% | 4% | -1 | -4%
- CCn1c2ccccc2c2cc(NC(=O)c3ccc([N+](=O)[O-])cc3)ccc21
 : -3 | -6% | 3% | 1% | -2% | -7% | -6 | 0%
- COc1ccc(-c2cc(C(=O)N3CCN(c4ccccc4F)CC3)c3ccccc3n2)c(OC)c1
 : 70 | 9% | -72%[inhibitor] | -46%[inhibitor] | / | 5% | 19 | ?
- O=C(N1CCOCC1)C1(c2ccccc2)CCCCC1
 : 12 | 5% | 21% | 2% | 16% | 8% | 1 | ?
- COc1ccc(C(=O)NC(=S)N2CCCC2)cc1
 : -9 | 1% | 20% | 2% | 19% | -1% | 2 | -8%
- CCn1c(Cc2ccccc2)nnc1SCC(=O)Nc1ccccc1
 : ? | 2% | 2% | -3% | 21% | -8% | -2 | -23%
- O=C1NN(c2ccccc2)C(=O)C1=Cc1ccccc1O
 : -18 | 6% | 2% | 10% | -26% | 6% | -8 | 10%
- Cc1cc(C)n2cc(CSc3ncn[nH]3)nc2n1
 : 0 | 4% | -9% | -6% | -11% | 2% | 13 | -22%
- CC1CCCC(C)N1C(=O)COC(=O)CN1C(=O)c2ccccc2C1=O (stereo not given)
 : -3 | 5% | 9% | 2% | -4% | -9% | -2 | 19%
- C=CCn1c(O)c(N=NC(=S)Nc2ccc(OC)c(Cl)c2)c2ccccc21
 : -23 | 5% | -2% | 19% | 17% | 0% | -26 | ?
- CC1CCCN(S(=O)(=O)c2ccc3c(c2)CCN3C(=O)CCC(=O)O)C1 (stereo not given)
 : / | / | 3% | / | 2% | / | 14 | 3%
- O=C(N[C@@H](Cc1ccccc1)C(=O)N1CCN(S(=O)(=O)c2ccc(F)cc2)CC1)c1ccco1
 : -16 | 1% | 5% | 8% | 11% | 4% | 3 | 12%
- CN=C(Nc1cccc(Cl)c1)SC1CC(=O)N(c2ccc(OC)cc2)C1=O (stereo not given)
 : 0 | -14% | 8.9µM* | ? | 8% | -14% | 1 | 29%[9.22 µM]
- CCSC1=C(C#N)C(c2ccc(OC)c(OC)c2)CC(=O)N1 (stereo not given)
 : 23 | 11% | 1%[9.22 µM] | 6% | -31% | 2% | 3 | 19%
- O=C(NC1CCN(Cc2ccccc2)CC1)c1cccc(NS(=O)(=O)c2ccc(Br)cc2)c1
 : -109* | 6% | -3% | -5% | 19% | -28% | -27 | 7%

Copied from the list.
Under EPAC2 agonist, O=C(NC1CCN(Cc2ccccc2)CC1)c1cccc(NS(=O)(=O)c2ccc(Br)cc2)c1 has 6%
Under Abeta rescue, COc1cccc(OC(=O)c2ccccc2)c1OC(=O)c1ccccc1 has -4%

Other compounds follow:
Under each structure – DRD3 antagonist | EPAC2 agonist | Abeta rescue | aSyn yeast inh | FUS yeast rescue | EPAC2 antagonist | D3 ag | TDP43 rescue
- CC(Cc1cccnc1)NC(=O)c1cc(COc2c(F)cccc2F)on1 (stereo not given)
 : 1 | 1% | 4% | 1% | 7% | -9% | 5 | -13%
- COc1ccc(-c2cc(C(F)(F)F)nc(SCC(=O)NCC(C)C)n2)cc1OC
 : / | / | -9% | / | -13% | / | -13 | 7%
- Oc1ccc2c(ccc3[nH]cnc32)c1
 : -14 | 0% | 0% | -1% | -27% | 3% | -4 | 4%
- CCc1ccc(NC(=O)CCn2nc(-c3ccccc3OC)c3c(C)cc(C)nc32)cc1
 : / | / | 7% | 22% | ? | / | 1 | ?
- O=c1[nH]cnc(O)c1Nc1cccc(Cl)c1
 : -8 | -3% | 10% | -2% | -11% | -2% | -1 | -23%
- O=C(c1cn(-c2ccccc2)nc1-c1cccnc1)N1CCCCC1
 : 10 | 2% | 8% | 1% | ? | -12% | -1 | 1%
- CC(=O)N1CCc2cc(S(=O)(=O)NC(C(=O)NCc3ccccc3)C(C)C)ccc21 (stereo not given)
 : -8 | -1% | ? | 2% | 10% | 9% | 2 | 3%
- CN(C)CC(C)(C)CNS(=O)(=O)c1ccc(OC(F)(F)F)cc1
 : 2 | -5% | -9% | 1% | 7% | 12% | 1 | 10%
- CN(C)C(=O)c1cc(S(=O)(=O)N(C)C)c(Cl)cc1N1CCCC1
 : 17 | -1% | 5% | -2% | 3% | 0% | -5 | 1%
- CN(CC(=O)Nc1cccc(F)c1)C(=O)Cc1n[nH]c(=O)c2ccccc12
 : 4 | -3% | 17% | 2% | -2% | 3% | 4 | 12%
- Cc1ccc(S(=O)(=O)N(C)C)cc1NC(=S)NCc1ccco1
 : 2 | 2% | -8% | -15% | 23% | 6% | -17 | -22%
- COc1cccc(NC(=O)Nc2cc(-c3cn4cccnc4n3)ccc2OC)c1
 : / | / | 3% | 1% | -6% | / | 3 | 22%
- Cn1cc(/C=C(\NC(=O)c2ccccc2Cl)C(=O)N2CCOCC2)c2ccccc21
 : 1 | 4% | 0% | 0% | 12% | -1% | 9 | 13%
- CN1/C(=C\C(=O)Nc2cccnc2)c2ccccc2CC1(C)C
 : 5 | 6% | 0% | -4% | / | 14% | 1 | 12%

Among those listed so far, these contain a Cl atom.
Under each structure – DRD3 antagonist | EPAC2 agonist | Abeta rescue | aSyn yeast inh | FUS yeast rescue | EPAC2 antagonist | D3 ag | TDP43 rescue
- COc1ccc(N2CCN(C(=O)Cc3ccc(Cl)cc3)CC2)cc1
 : -26 | 10% | -16% | 1% | 48% | 18% | -6 | 25%
- CS(=O)(=O)N(CC(=O)N1CCC(C(N)=O)CC1)c1ccc(Cl)c(C(F)(F)F)c1
 : -16 | 7% | 10% | 2% | 5% | -2% | 3 | -4%
- CC12CCC(C(=O)Nc3cc(Cl)ccc3Cl)(C/C1=N\O)C2(C)C (stereo not given)
 : 13 | 10% | 27% | 1% | 13% | -3% | -2 | 3%
- COc1ccc(-n2nc3c(c2NC(=O)c2c(-c4ccccc4Cl)noc2C)CS(=O)(=O)C3)cc1
 : ? | 4% | 20% | -1% | / | 0% | -3 | -7%
- C=CCn1c(O)c(N=NC(=S)Nc2ccc(OC)c(Cl)c2)c2ccccc21
 : -23 | 5% | -2% | 19% | 17% | 0% | -26 | ?
- CN=C(Nc1cccc(Cl)c1)SC1CC(=O)N(c2ccc(OC)cc2)C1=O (stereo not given)
 : 0 | -14% | 8.9µM* | ? | 8% | -14% | 1 | 29%[9.22 µM]
- O=c1[nH]cnc(O)c1Nc1cccc(Cl)c1
 : -8 | -3% | 10% | -2% | -11% | -2% | -1 | -23%
- CN(C)C(=O)c1cc(S(=O)(=O)N(C)C)c(Cl)cc1N1CCCC1
 : 17 | -1% | 5% | -2% | 3% | 0% | -5 | 1%
- Cn1cc(/C=C(\NC(=O)c2ccccc2Cl)C(=O)N2CCOCC2)c2ccccc21
 : 1 | 4% | 0% | 0% | 12% | -1% | 9 | 13%

From PubChem BioAssay

Some of the compounds tested, so the mix of outcomes need not match the whole.
